Epigenetic derep: Quantitative High-Throughput Screen for Regulators of Epigenetic Control | Potency, µM (doses to about 53.9 µM), for the others: at the highest dose GFP activation, hits mostly activators | hit rate 0.2% among 280,000 | murine LDR cells, GFP reporter derepression, 30 h; also: potency is read from the fitted curve at half-maximal effect; % of control where 0% means no effect; nearly all actives have a fitted effect of over 60% in size
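GFP-positive cell count by laser-scanning cytometry (objects 20–120 um) after 30 h, 37 C compound exposure of murine LDR cells; reporter is CMV-GFP integrated at a silenced locus, inducible by HDAC or DNMT inhibitors.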
NPSR antag: qHTS Assay for Antagonists of the Neuropeptide S Receptor: cAMP Signal Transduction. Q6W5P4. CHO-NPSR cells, cAMP TR-FRET, antagonist mode. Potency, µM (doses to about 38.3 µM), inactives show at the highest dose activity change, negative = inhibition, usual class: inhibitors. hit rate 1% among 220,000; also: potency is read from the fitted curve at half-maximal effect; % is scaled to controls: 0 for no effect and ±100 for the full control effect; nearly all actives have a fitted effect of over 50% in size; many of its hits are not listed in these tables
CBFb RUNX1 block: qHTS Assay for Compounds Blocking the Interaction Between CBF-beta and RUNX1 for the Treatment of Acute Myeloid Leukemia; Runt-related transcription factor 1 (Homo sapiens) + Core-binding factor subunit beta …; AlphaScreen CBFb-His/RUNX1-biotin binding, biochemical; Potency, µM (doses to about 59.8 µM), inactives show top-dose activity, negative = inhibition, most hits filed as inhibitors; 230,000 tested, under 10 active; AID 1477, 2009; also: % of control where 0% means no effect
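Compounds were screened at multiple concentrations against a preformed CBF-beta(His)/RUNX1(biotin) complex (30 nM of each) for 15 min at room temperature, followed by 90 min with nickel and streptavidin beads and AlphaScreen reading.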
Luc counter: Counterscreen for Luciferase (Kinase-Glo TM) Inhibition | Luciferin 4-monooxygenase (Photuris pensylvanica), Q27757 | Kinase-Glo luciferase, ATP luminescence, 8 min | Potency, µM (highest dose often 38.3 µM), for the others: top-dose activity change, negative = inhibition, hits mostly inhibitors | hit rate 0.28% among 200,000; also: potency is read from the fitted curve at half-maximal effect; % is scaled to controls: 0 for no effect and ±100 for the full control effect; nearly all actives have a fitted effect of over 60% in size
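Luminescence was the read-out, taken after 8-minute incubation at ambient temperature. Luciferase turned over luciferin with 10 uM ATP in imidazole pH 7.2 buffer containing KCl, MgCl2, Tween 20 and BSA.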
L3MBTL1 block: qHTS Assay for the Inhibitors of L3MBTL1; hit rate 0.66% among 230,000; Potency, µM (titrated, usually from 57.1 µM), for the others: at the top dose activity, negative = inhibition, hits mostly inhibitors; AlphaScreen L3MBTL1–H3K9me1 peptide binding; also: potency is read from the fitted curve at half-maximal effect; % is scaled to controls: 0 for no effect and ±100 for the full control effect; nearly all actives have a fitted effect of over 60% in size
Target sequence (Q9Y468 whole entry, looked up): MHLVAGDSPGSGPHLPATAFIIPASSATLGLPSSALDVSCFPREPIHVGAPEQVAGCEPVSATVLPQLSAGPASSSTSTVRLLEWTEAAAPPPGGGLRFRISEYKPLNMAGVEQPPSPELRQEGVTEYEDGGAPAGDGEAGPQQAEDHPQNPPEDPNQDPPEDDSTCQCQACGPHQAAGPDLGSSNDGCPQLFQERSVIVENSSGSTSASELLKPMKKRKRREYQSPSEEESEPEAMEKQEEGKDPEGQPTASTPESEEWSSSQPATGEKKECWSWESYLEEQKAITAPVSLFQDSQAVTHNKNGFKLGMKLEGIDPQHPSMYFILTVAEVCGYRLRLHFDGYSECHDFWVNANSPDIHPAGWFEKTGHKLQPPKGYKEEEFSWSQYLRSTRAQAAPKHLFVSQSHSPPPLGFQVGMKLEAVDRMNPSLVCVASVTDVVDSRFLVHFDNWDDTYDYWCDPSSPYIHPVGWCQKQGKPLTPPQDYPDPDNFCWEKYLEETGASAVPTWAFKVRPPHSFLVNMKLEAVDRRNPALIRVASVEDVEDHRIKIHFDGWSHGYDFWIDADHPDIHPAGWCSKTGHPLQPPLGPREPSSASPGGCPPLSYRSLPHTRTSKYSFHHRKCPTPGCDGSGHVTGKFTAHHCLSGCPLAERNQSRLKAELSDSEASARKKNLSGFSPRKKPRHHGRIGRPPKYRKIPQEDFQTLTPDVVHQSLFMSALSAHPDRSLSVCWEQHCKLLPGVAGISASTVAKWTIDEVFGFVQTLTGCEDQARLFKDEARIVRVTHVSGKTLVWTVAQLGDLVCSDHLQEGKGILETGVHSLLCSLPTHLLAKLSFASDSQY
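Read-out is AlphaScreen signal from streptavidin donor and nickel chelate acceptor beads (10 ug/mL final each) bridging L3MBTL1 (50 nM) and biotinylated K9-monomethylated H3(1-15) peptide (75 nM), after 30 min compound exposure at room temperature.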
IMPase Li inh: qHTS Assay for Identifying the Cell-Membrane Permeable IMPase Inhibitors: Potentiation with Lithium; AID 1457, 2008; Potency, µM (titrated, usually from 59.4 µM), without a hit: at the top dose activity, negative = IMPase inhibition, hits mostly inhibitors; hit rate 0.35% among 210,000; CHO-M1 cells, IP1 TR-FRET (IP-One), carbachol + lithium;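 also: IP1 builds up when IMPase is blocked and the TR-FRET signal falls; potency is read from the fitted curve at half-maximal effect; plate controls were basal vehicle for no effect and high inhibitor control for full effect; nearly all actives have a fitted effect of over 50% in size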
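Readout is a homogeneous TR-FRET IP1 immunoassay (Ex 320, Em 665 and 620), where raised cytosolic IP1 lowers signal. Cells were CHO-M1 treated 30 min at 37C with test compounds plus a little lithium; AC50 values came from Hill-equation fitting.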
HttQ103 aggreg: qHTS Multiplex Assay to Identify Dual Action Probes in a Cell Model of Huntington: Aggregate Formation (GFP); PC12 HttQ103-GFP aggregates, Acumen cytometry, 40 h; Potency, µM (series often up to 46.1 µM), inactives show top-dose activity change, negative = inhibition, actives largely listed as inhibitors; hit rate 1.1% among 220,000; also: potency is read from the fitted curve at half-maximal effect; % is scaled to controls: 0 for no effect and ±100 for the full control effect; nearly all actives have a fitted effect of over 60% in size
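PC12/HTTQ103-GFP, ecdysone-inducible; teb 100 nM; cpd qHTS titration; GFP aggregates read on laser cytometer, Ex 488/Em 500-530 nm.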
The depositor's hits bear a star; & = joins results of further samples; [ ] = dose if it differs, or a comment. Calls follow the shape of the dose curve; as a rule, active = well fitted curve in the direction sought with a large enough effect; inconclusive = small, poorly fitted or top-dose-only effect, or another doubt; inactive = no such curve, though single readings can be large; an effect the other way counts as inactive or inconclusive.

CC(C)=C1C2CCC1C1C(=O)N(c3ccc4c(c3)OCO4)C(=O)C21 (stereo unspecified) was read as Epigenetic derep 2.0%, NPSR antag 4%, CBFb RUNX1 block -3%, Luc counter 3%, L3MBTL1 block -5%, IMPase Li inh 0% and HttQ103 aggreg 12%.
For Cc1ccc(S(=O)(=O)NN2C(=O)/C(=C/c3cccs3)SC2=S)cc1 the results were Epigenetic derep -2.6%, NPSR antag -17%, CBFb RUNX1 block -19% and HttQ103 aggreg 4%[9.22 µM].
Screening CC(C)(C)S(=O)(=O)c1ccc(S(=O)(=O)C(C)(C)C)s1 returned Epigenetic derep 1.7%, NPSR antag 7%[46.1 µM], CBFb RUNX1 block -4%, Luc counter 1%, L3MBTL1 block 34%[activator], IMPase Li inh -4% and HttQ103 aggreg -3%.
`CCc1cc2cc3c(cc2nc1SCC(=O)N1CCN(C(=O)c2ccco2)CC1)OCO3` gave Epigenetic derep 3.3%, NPSR antag inconclusive, CBFb RUNX1 block -7%, Luc counter -1%, L3MBTL1 block -1%, IMPase Li inh 6%[38.3 µM] and HttQ103 aggreg -3%[9.22 µM].
`Cc1ccc(C(=O)NCCc2sc(C)nc2C)cc1` gave Epigenetic derep 0.0%, NPSR antag 8%[46.1 µM], CBFb RUNX1 block -2%, Luc counter 3%, L3MBTL1 block 6%, IMPase Li inh 8% and HttQ103 aggreg 9%.
For CCCc1cc2c(=O)c(-c3nc4ccccc4s3)c(COCC(=O)O)oc2cc1O the results were Epigenetic derep -0.1%, NPSR antag -25%, CBFb RUNX1 block -6%, Luc counter -2%, IMPase Li inh 3% and HttQ103 aggreg -28%.
Screening CCN1C(=O)c2cccc3c(S(=O)(=O)NCc4cccnc4)ccc1c23 returned Epigenetic derep -1.0%, NPSR antag 2%[46.1 µM], CBFb RUNX1 block 4%, Luc counter -4%, IMPase Li inh 2%[38.3 µM] and HttQ103 aggreg 27%.
Screening O=C(c1ccc(F)cc1)c1cn[nH]c1-c1ccccc1O returned Epigenetic derep -4.3%, NPSR antag 8%[46.1 µM], CBFb RUNX1 block 2%, Luc counter 2%, L3MBTL1 block -1%, IMPase Li inh 10%[38.3 µM] and HttQ103 aggreg -5%.
`O=C1CN(C(=O)COC(=O)c2ccc[n+]([O-])c2)c2ccccc2N1` gave Epigenetic derep -0.2%, NPSR antag 12%, CBFb RUNX1 block 9%, Luc counter 2%, L3MBTL1 block 4%, IMPase Li inh 8% and HttQ103 aggreg 14%.
`CCOc1cc(CNc2cccc3ccccc23)cc(Br)c1OCC(=O)NC(C)(C)C` gave Epigenetic derep 0.0%, NPSR antag -16%[46.1 µM], CBFb RUNX1 block -6%, Luc counter 17%, IMPase Li inh 34%[activator][38.3 µM] and HttQ103 aggreg -30%.
Cc1cc(NC(=O)CCC(=O)N(CC2CCCO2)C(C(=O)NC2CCCC2)c2cccnc2)no1 (stereo unspecified) was read as Epigenetic derep 3.5%, NPSR antag 1%[46.1 µM], CBFb RUNX1 block -2%, Luc counter -2%, L3MBTL1 block 2%, IMPase Li inh -14%[38.3 µM] and HttQ103 aggreg -6%.
For Fc1cccc(Cl)c1Cn1nnc2c(NCc3ccncc3)ncnc21 the results were Epigenetic derep -0.2%, NPSR antag -13%, CBFb RUNX1 block 3%, Luc counter 0%, L3MBTL1 block 6%, IMPase Li inh 21% and HttQ103 aggreg -2%[9.22 µM].
Screening COC(=O)c1ccccc1NC(=O)c1ccc(COc2cc(C)cc(C)c2)o1 returned Epigenetic derep -0.1%&-0.9%, NPSR antag -22%[46.1 µM], CBFb RUNX1 block 10%, Luc counter 2%, L3MBTL1 block 5%, IMPase Li inh 6% and HttQ103 aggreg inconclusive.
COc1ccc(/C=C/C(=O)c2ccc(Cl)cc2)c(OC)c1 was read as Epigenetic derep 0.0%, NPSR antag -7%[46.1 µM], CBFb RUNX1 block -5%, Luc counter 5%, L3MBTL1 block 3%, IMPase Li inh 8%[38.3 µM] and HttQ103 aggreg -15%.
`O=C(O)Cn1cc(/C=N/NC(=O)c2cc3cc(Br)ccc3o2)c2ccccc21` gave Epigenetic derep -1.0%, NPSR antag 7%, CBFb RUNX1 block -8% and HttQ103 aggreg -4%[9.22 µM].
For CSc1cccc(NC(=O)c2ccc(Cl)nc2)c1 the results were Epigenetic derep 0.0%, NPSR antag -10%[46.1 µM], CBFb RUNX1 block -2%, Luc counter -1%, L3MBTL1 block 3%, IMPase Li inh -15%[38.3 µM] and HttQ103 aggreg 9%.
For COc1cc(/C=C(\C#N)C(=O)NCc2ccccc2)ccc1OCc1ccc(C(=O)O)cc1 the results were Epigenetic derep 3.2%, NPSR antag 18%, CBFb RUNX1 block 0%, L3MBTL1 block 1% and HttQ103 aggreg -14%[9.22 µM].
CN(C)Cc1c(O)ccc2c3c(c(=O)oc12)CCCCC3 was read as Epigenetic derep 1.4%, NPSR antag 3%[46.1 µM], CBFb RUNX1 block 1%, Luc counter -7%, IMPase Li inh -16%[38.3 µM] and HttQ103 aggreg 11%.
COCCNC(=S)N(CCc1c(C)[nH]c2ccc(Cl)cc12)Cc1cccs1 was read as Epigenetic derep -1.6%, NPSR antag -44%, CBFb RUNX1 block -15%, Luc counter 6%, IMPase Li inh 9% and HttQ103 aggreg inconclusive.
COC(=O)C1=C(O)CSC1=Nc1cccc(C(F)(F)F)c1 was read as Epigenetic derep -1.1%, NPSR antag -10%[46.1 µM], CBFb RUNX1 block 2%, Luc counter 1%, IMPase Li inh -5%[38.3 µM] and HttQ103 aggreg -2%.
Screening COc1ccc(NS(=O)(=O)CC(C)C)c(OC)c1 returned Epigenetic derep -1.9%, NPSR antag 2%, CBFb RUNX1 block 6%, Luc counter 1%, L3MBTL1 block -3%, IMPase Li inh -4% and HttQ103 aggreg -2%.
For CCCOC(=O)CCNc1n[nH]c(=O)[nH]c1=O the results were Epigenetic derep -0.7%, NPSR antag 2%[46.1 µM], CBFb RUNX1 block -5%, Luc counter -1%, L3MBTL1 block -2%, IMPase Li inh -22%[38.3 µM] and HttQ103 aggreg -5%.
Screening O=C(c1ccccc1)c1c[nH]c(C(=O)C(Cl)(Cl)Cl)c1 returned Epigenetic derep -3.0%, NPSR antag -8%, CBFb RUNX1 block 1%, Luc counter 0%, L3MBTL1 block 16%, IMPase Li inh -1% and HttQ103 aggreg 21%.
For CC(=O)N(C(C)=O)N1C(=O)/C(=C/c2ccc(Cl)cc2)SC1=S the results were Epigenetic derep -1.4%, NPSR antag -48%, CBFb RUNX1 block -12%, Luc counter -2%, L3MBTL1 block -19%, IMPase Li inh 8% and HttQ103 aggreg 1%.
For O=c1[nH]c(SCc2ccccc2Cl)nc2c1cnn2-c1ccccc1 the results were Epigenetic derep -0.8%, NPSR antag -3%[46.1 µM], CBFb RUNX1 block 9%, Luc counter 0%, L3MBTL1 block -3%, IMPase Li inh 34%[38.3 µM] and HttQ103 aggreg -4%.
Screening COc1cc(C2N(c3ccc(F)cc3)C(=O)C3CCCN32)cc(OC)c1OC (stereo unspecified) returned Epigenetic derep -1.4%, NPSR antag -2%[46.1 µM], CBFb RUNX1 block 2%, Luc counter 1%, IMPase Li inh 8%[38.3 µM] and HttQ103 aggreg -12%.
`CNC(=O)c1c(C)nn(-c2ccc(F)c(Cl)c2)c1-c1cc(C)on1` gave Epigenetic derep -0.9%, NPSR antag 2%, CBFb RUNX1 block -1%, L3MBTL1 block 0% and HttQ103 aggreg -5%[9.22 µM].
Screening COc1ccc(NC(=S)NNC(=O)Cn2nc([N+](=O)[O-])cc2C)cc1 returned Epigenetic derep -1.1%, NPSR antag 6%[46.1 µM], CBFb RUNX1 block -4%, Luc counter -1%, L3MBTL1 block 2%, IMPase Li inh -3%[38.3 µM] and HttQ103 aggreg 11%.
Screening COc1cc(C(=O)N2CCN(C(=O)C(Cc3cc(C)ccc3C)NC(C)=O)CC2)cc(OC)c1OC (stereo unspecified) returned Epigenetic derep -1.0%, NPSR antag -4%[46.1 µM], CBFb RUNX1 block 4%, Luc counter 0%, L3MBTL1 block 7%, IMPase Li inh -7% and HttQ103 aggreg -10%.
For CC(=O)N(Cc1ccccc1)Cc1cn(CCC#N)nc1-c1cccc([N+](=O)[O-])c1 the results were Epigenetic derep -0.1%, NPSR antag -16%, CBFb RUNX1 block -1%, Luc counter 4%, L3MBTL1 block 1%[11.4 µM], IMPase Li inh 11% and HttQ103 aggreg 20%.
For CC1(C)Oc2ccc3ccc(=O)oc3c2C(/C=N/O)C1=O (stereo unspecified) the results were Epigenetic derep 1.6%, NPSR antag -18%, CBFb RUNX1 block 1%, Luc counter 3%, L3MBTL1 block -4%, IMPase Li inh -4% and HttQ103 aggreg 3%.
`COC(=O)c1ccc(SC)cn1` gave Epigenetic derep -0.7%, NPSR antag 7%, CBFb RUNX1 block 5%, Luc counter -7%, L3MBTL1 block 8%, IMPase Li inh -4% and HttQ103 aggreg 14%.
For Cc1ccc(NC(=O)c2c(-c3ccccc3)noc2C)nc1 the results were Epigenetic derep -1.0%, NPSR antag 5%, CBFb RUNX1 block 8%, Luc counter -2%, L3MBTL1 block -1%, IMPase Li inh 5% and HttQ103 aggreg 11%.
Screening O=c1cc(CSc2ccc(Cl)cc2)nc(-c2ccncc2)[nH]1 returned Epigenetic derep -2.7%, NPSR antag -16%, CBFb RUNX1 block 1%, Luc counter 4%, L3MBTL1 block -7%, IMPase Li inh -3% and HttQ103 aggreg -4%.
`O=C(Nc1nccs1)C1Cc2ccccc2CN1S(=O)(=O)c1ccc(F)cc1` (stereo unspecified) gave Epigenetic derep 0.9%, NPSR antag -28%[46.1 µM], CBFb RUNX1 block -6%, Luc counter 1%, L3MBTL1 block 5%, IMPase Li inh 20%[38.3 µM] and HttQ103 aggreg -1%.

Retrieved one by one from the entries so far:
Screening COc1ccc(NC(=S)NNC(=O)Cn2nc([N+](=O)[O-])cc2C)cc1 returned Epigenetic derep -1.1%, NPSR antag 6%[46.1 µM], CBFb RUNX1 block -4%, Luc counter -1%, L3MBTL1 block 2%, IMPase Li inh -3%[38.3 µM] and HttQ103 aggreg 11%.
For O=c1[nH]c(SCc2ccccc2Cl)nc2c1cnn2-c1ccccc1 the results were Epigenetic derep -0.8%, NPSR antag -3%[46.1 µM], CBFb RUNX1 block 9%, Luc counter 0%, L3MBTL1 block -3%, IMPase Li inh 34%[38.3 µM] and HttQ103 aggreg -4%.

Compound activity deposited in PubChem BioAssay by National Center for Advancing Translational Sciences (NCATS).

Only part of the results is shown; rates above refer to the full screens.
